INS-1E GSIS act: primary screen for activators of insulin secretion dependent on glucose, INS-1E cells, GLuc reporter luminescence | INS-1E GLuc reporter insulin secretion, 2-3 h | 370,000 compounds, 0.61% hits | AID 743287 | activation, % at 16.6 µM;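 active = lowest replicate activation of at least 40%, so every replicate reaches that level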;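 also: 0% = median of neutral control wells and 100% = median of IBMX positive control wells; some compounds called inactive have numbers as strong as hits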
CFTR F508del cor: correctors of CFTR F508del function in bronchial epithelial cells; activity (quench increase), % at 7.58 µM; CFBE cells, YFP halide quenching; stimulated with forskolin plus potentiator P3; % fluorescence drop versus neutral controls; 350,000 compounds, 0.36% hits;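 active = mean added fluorescence quench of at least 8% versus neutral control, with both replicates also reaching 8%; inconclusive = only one of the mean or replicate conditions met; inactive = mean below 8% and not both replicates reaching 8%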;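 also: cells transiently co-express mutant CFTR-F508del with the halide-sensitive YFP; corrector assay measuring rescue of mutant channel to the surface after 24 h compound exposure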
ARNT TACC3 PPI: disruptors of human ARNT/TACC3 interaction | AID 623870 | Q9Y6A5 | inhibition, % at 9.99 µM | AlphaScreen His-ARNT PAS-B/GST-TACC3 binding, luminescence; TACC3 fragment carries E629A point mutation | 390,000 compounds, 0.66% hits;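 active = mean inhibition of replicates at least 50% and at least half of replicates each reaching 50%; inconclusive = half or more replicates reach 50% but mean below 50%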;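 also: 0% = complete ARNT plus TACC3 wells and 100% = ARNT alone without TACC3; many hits fall short of the cut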
RAD54 inh: blocks human RAD54 Holliday junction branch migration; FAM/BHQ fluorescence; Q92698; 360,000 compounds, 0.14% hits; inhibition, % at 10.4 µM;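 active = mean normalized replicate activity at least 40 and at least half of replicates scoring 40 or more; inconclusive = only one of the two criteria met; inactive = mean below 40 and under half of replicates reaching 40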;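 also: 0% = median of neutral control wells and 100% = median of positive control wells; inhibitors cause a drop in the FAM fluorescence signal; in these data hits start at about 50%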
esBAF inh: blocks esBAF chromatin remodeling in mouse ES cells | Bmi1-luciferase knock-in reporter, 24 h; 100% = twice the neutral-well signal | reporter increase, % at 12.5 µM | 350,000 compounds, 2% hits | AID 602393; in the data active = activation above about 40%; inconclusive = no clear call, values can overlap the other calls;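 also: 0% = median of the plate's neutral control wells and 100% = double that signal; a rise in the Bmi1 reporter signal indicates esBAF inhibition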
RAD52 anneal inh: inhibitors of human RAD52 DNA annealing; recombinant RAD52 DNA annealing, FRET fluorescence; inhibition, % at 18.7 µM; 360,000 compounds, 0.46% hits; AID 651710;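 active = every replicate showing at least 50% inhibition; inconclusive = mean inhibition at least 50% but not in every replicate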
ERAP1 HTS inh: inhibitors of human ERAP1 aminopeptidase; inhibition, % at 10.7 µM; recombinant ERAP1, Leu-AMC fluorescence, 60 min; AID 652197; 340,000 compounds, 0.15% hits;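 active = mean replicate inhibition of at least 30%, or all replicates individually reaching that 30% level; inactive = mean below 30% and not every replicate reaching it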;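 also: 0% = neutral control wells and 100% = L-leucinethiol positive control wells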
Target sequence (Q9NZ08 whole entry, looked up): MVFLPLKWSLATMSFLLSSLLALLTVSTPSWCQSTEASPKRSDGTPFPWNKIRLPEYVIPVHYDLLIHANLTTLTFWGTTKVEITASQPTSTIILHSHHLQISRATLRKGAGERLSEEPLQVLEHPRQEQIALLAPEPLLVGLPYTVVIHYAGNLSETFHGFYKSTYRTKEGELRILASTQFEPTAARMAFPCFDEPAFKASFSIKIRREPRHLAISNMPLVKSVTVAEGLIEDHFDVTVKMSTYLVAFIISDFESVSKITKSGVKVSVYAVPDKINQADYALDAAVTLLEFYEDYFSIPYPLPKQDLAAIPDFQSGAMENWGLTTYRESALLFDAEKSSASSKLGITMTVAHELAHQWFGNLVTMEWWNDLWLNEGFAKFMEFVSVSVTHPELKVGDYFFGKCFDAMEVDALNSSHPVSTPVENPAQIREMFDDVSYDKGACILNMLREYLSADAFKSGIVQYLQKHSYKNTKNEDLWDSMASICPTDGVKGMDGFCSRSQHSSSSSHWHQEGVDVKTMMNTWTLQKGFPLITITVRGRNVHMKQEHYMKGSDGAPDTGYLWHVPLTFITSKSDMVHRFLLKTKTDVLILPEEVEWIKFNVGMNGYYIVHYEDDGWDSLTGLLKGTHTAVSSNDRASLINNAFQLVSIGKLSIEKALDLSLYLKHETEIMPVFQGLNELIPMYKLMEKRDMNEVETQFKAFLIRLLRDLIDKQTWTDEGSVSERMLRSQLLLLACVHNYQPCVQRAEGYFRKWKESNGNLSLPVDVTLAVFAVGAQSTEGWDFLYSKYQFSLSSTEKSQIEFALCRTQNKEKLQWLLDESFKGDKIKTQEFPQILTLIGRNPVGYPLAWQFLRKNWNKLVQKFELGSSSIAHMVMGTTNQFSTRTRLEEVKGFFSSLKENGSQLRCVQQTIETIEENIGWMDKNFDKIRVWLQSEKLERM
Xi reactivation: X-chromosome reactivation activator; AID 743238; 360,000 compounds, 0.055% hits; activation, % at 7.58 µM; XiGFP mouse fibroblasts, % GFP-positive cells imaging, 3 d; cells co-treated with 5-aza-dC sensitizer; scaled so ellipticine positive control = 100%;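 active = mean normalized replicate activation at least 10% and every replicate at or above 10%; inconclusive = only one of the two criteria met; inactive = mean below 10% and not all replicates reach 10%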;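 also: 0% = median of on-plate neutral control wells and 100% = ellipticine 6 µM median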
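assay system = SV40-immortalized XiGFP fibroblast cells, line 68-5-11 | buffer or medium = DMEM plus 5-aza-dC sensitizer | doses = single-point pinned compound dosing | times = 3-day compound exposure, then 15 min fixation at room temperature | benchmarks = positive control ellipticine, 6 µM final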
* = called active by the depositor; ? = inconclusive; · = not tested or not shown.

| # | molecule | INS-1E GSIS act | CFTR F508del cor | ARNT TACC3 PPI | RAD54 inh | esBAF inh | RAD52 anneal inh | ERAP1 HTS inh | Xi reactivation |
| --- | --- | --- | --- | --- | --- | --- | --- | --- | --- |
| 1 | COC(=O)c1cccc(NC(=O)Cc2ccsc2)c1 | -5 | -3.1 | -28 | 0 | -6 | 6 | -2 | 0.0 |
| 2 | CS(=O)(=O)c1ccc(N2CCN(C3CC(=O)NC3=O)CC2)cc1 (stereo unspecified) | 12 | · | -2 | 5 | -2 | · | · | · |
| 3 | CC1CCN(C(=O)C(C)NCc2ccc(F)cc2)CC1 (stereo unspecified) | -2 | -1.1 | -4 | 3 | 1 | 0 | -1 | 0.0 |
| 4 | COc1ccc(-c2c(C)nn3c(N)c(-c4ccccc4)cnc23)cc1OC | -6 | -2.3 | -1 | -4 | 8 | -1 | 0 | 0.2 |
| 5 | CCC(C(=O)Nc1ccc(C(=O)N2CCCC2)cc1)c1ccccc1 (stereo unspecified) | -11 | -2.3 | -7 | 7 | 0 | -5 | 21 | 0.1 |
| 6 | C[C@@H]1CN([C@@H](C)CO)C(=O)Cc2cc(NC(=O)Nc3ccccc3)ccc2O[C@H]1CN(C)S(=O)(=O)c1ccc(F)cc1 | 13 | 1.8 | -3 | 2 | 1 | -7 | -1 | -0.2 |
| 7 | Cc1noc(C)c1S(=O)(=O)Nc1ccc2c(c1)C(=O)N([C@@H](C)CO)C[C@H](C)[C@@H](CN(C)C)OCCCC[C@H](C)O2 | 14 | -1.1 | -2 | -2 | -1 | -15 | -1 | 0.2 |
| 8 | C=CCOc1ccc(/C=C/C(=O)OCC(=O)NCC(=O)Nc2c(C)cc(C)cc2C)cc1 | 8 | 1.1 | -7 | · | · | -6 | 2 | 0.0 |
| 9 | Cc1ccccc1N1CC(C(=O)Nc2ccc(S(=O)(=O)NCC3CCCO3)cc2)CC1=O (stereo unspecified) | -1 | 1.1 | 2 | -6 | -2 | -13 | 0 | 0.0 |
| 10 | Cc1ccc2c(c1)C(=O)CC(O)(C(F)(F)F)O2 (stereo unspecified) | -7 | -32 | -13 | 1 | · | 4 | -3 | 0.2 |
| 11 | O=C1Nc2ccc(F)cc2C12SCCS2 | 7 | -3.7 | -12 | · | · | -1 | 4 | · |
| 12 | CCc1ccccc1NC(=O)CCNC(=O)Cn1ccc2ccccc2c1=O | -6 | -0.2 | 3 | -1 | 0 | -15 | -5 | 0.1 |
| 13 | C[C@@H]1CN([C@@H](C)CO)C(=O)c2cc(NS(=O)(=O)c3ccc(F)cc3)ccc2O[C@@H](C)CCCCO[C@H]1CN(C)C(=O)CCC(F)(F)F | -14 | -2.9 | 9 | -1 | 9 | -17 | 4 | 0.1 |
| 14 | Cc1ccc(NC(=O)c2c(-c3ccccc3Cl)noc2C)nc1 | 30 | -0.6 | -1 | · | · | -5 | 2 | 0.1 |
| 15 | Cc1c(C)c2ccc(OCC(=O)N3CCN(c4cccc(Cl)c4)CC3)cc2oc1=O | 2 | -1.6 | -3 | -2 | -7 | 4 | -2 | 0.0 |
| 16 | COc1ccc(S(=O)(=O)Nc2ccc3c(c2)C(=O)N([C@H](C)CO)C[C@H](C)[C@@H](CN(C)C(=O)Nc2cccc4ccccc24)OCCCC[C@@H](C)O3)cc1 | -2 | 0.6 | -1 | 4 | 8 | · | · | -0.4 |
| 17 | O=C(O)COc1ccccc1/C=N/NC(=O)CN1CCN(S(=O)(=O)c2ccc(Br)cc2)CC1 | -11 | -3.8 | 2 | 0 | -7 | 5 | -1 | 0.3 |
| 18 | NC(=O)c1cc2cc(Cl)ccc2oc1=Nc1cccc(C(F)(F)F)c1 | · | -1.5 | -4 | 1 | -15 | -9 | -3 | 0.1 |
| 19 | CC(C)CC#Cc1ccc2c(c1)O[C@@H](CN(C)C(=O)C1CCC1)[C@@H](C)CN([C@H](C)CO)S2(=O)=O | -11 | -1.1 | -13 | -10 | -18 | 6 | -4 | 0.0 |
| 20 | COc1ccc(S(=O)(=O)Nc2ccc3c(c2)C(=O)N(C)C[C@H](OC)[C@H](C)CN[C@H](C)CO3)cc1 | 5 | 1.8 | -20 | -2 | -6 | -3 | 0 | -0.1 |
| 21 | O=C1OCCN1C(=O)[C@H]1[C@H](c2ccc([N+](=O)[O-])cc2)C(c2ccc(F)cc2)=NN1c1ccccc1 | 30 | 4.9 | -3 | 3 | -7 | -23 | · | 0.4 |
| 22 | CCOC(=O)C1=C(C)OC(N)=C(C#N)C1c1ccccc1 (stereo unspecified) | 10 | 1.7 | -6 | · | 2 | -11 | · | 0.1 |
| 23 | COc1cc(/C=C/CO)ccc1O[C@@H]1O[C@H](CO)[C@@H](O)[C@H](O)[C@H]1O | 4 | -1.7 | -21 | 8 | -2 | -3 | -3 | · |
| 24 | Cc1cc(C)n(CC(=O)NNC(=O)CCCOc2ccc(Cl)c(C)c2)n1 | -1 | -2.9 | 0 | -4 | 0 | -2 | 1 | 0.0 |
| 25 | O=C(CSc1n[nH]c(=O)n1Cc1ccco1)N1CCOCC1 | 8 | 0.0 | · | 3 | · | -13 | · | -0.1 |
| 26 | C[C@H](CO)N1C[C@H](C)[C@H](CN(C)C(=O)Nc2cccc3ccccc23)Oc2ncc(/C=C/c3ccccc3)cc2C1=O | -21 | 0.3 | 15 | 4 | 7 | -9 | · | 0.5 |
| 27 | CCOC(=O)C1CCN(c2c(N3CCN(Cc4ccccc4)CC3)c(=O)c2=O)CC1 | 4 | -2.7 | -2 | 9 | -5 | -44 | · | 0.1 |
| 28 | Cc1ccc(N(Cc2ccccc2)C(=O)c2cc(S(=O)(=O)N3CCOCC3)ccc2N2CCCC2)cc1 | -32 | 2.0 | -1 | -12 | -1 | -3 | 2 | 0.0 |
| 29 | Cc1ccc(-n2c(C)nn(CC3CC3)c2=O)cc1 | · | 3.7 | -23 | -9 | 3 | -11 | -3 | 0.2 |
| 30 | O=C(NNC(=O)c1cccnc1)NC12CC3CC(CC(C3)C1)C2 | -5 | -2.2 | -9 | 1 | · | -8 | 1 | 0.0 |
| 31 | CCC(C)C(NC(=O)C1CCC(=O)N1C(=O)OCc1ccccc1)C(=O)NC(C(=O)N1CCCC1C(N)=O)C(C)CC (stereo unspecified) | 12 | 2.4 | -9 | 0 | -3 | 3 | -4 | 0.0 |
| 32 | C[C@@H]1CN([C@H](C)CO)C(=O)Cc2cc(NC(=O)Nc3ccc(C(F)(F)F)cc3)ccc2O[C@H]1CN(C)Cc1ccncc1 | 9 | 0.5 | -19 | -12 | -2 | 12 | -1 | 0.4 |
| 33 | Cc1cc(C)c(OCC(=O)N2CC=C(c3ccccc3)CC2)c(C)c1 | 20 | -1.3 | 9 | -6 | -15 | -7 | 0 | 0.0 |
| 34 | CC(C)c1ccc(CN2C(=O)c3ccccc3S2(=O)=O)cc1 | 17 | -2.1 | 21 | -4 | 8 | -6 | -3 | 0.1 |
| 35 | COc1ccc2[nH]c(O)c(N=NC(=N)N)c2c1 | 40 | · | 29 | · | · | 6 | 11 | 0.2 |
| 36 | O=C(Nc1c(C(=O)N2CCOCC2)cnn1-c1ccccc1)c1ccccc1F | 26 | -0.8 | -4 | -3 | -5 | -9 | -2 | -0.1 |
| 37 | Cc1nn(Cc2ccc(F)cc2)c(C)c1NC(=O)C1c2ccccc2Oc2ccccc21 | -18 | · | -18 | 0 | -6 | · | · | 0.0 |
| 38 | Cc1onc(-c2ccccc2Cl)c1C(=O)N(Cc1ccc(N(C)C)cc1)C(C)C | 5 | -1.8 | -8 | -4 | 6 | -13 | -2 | -0.1 |
| 39 | COc1ccc(NC(=O)Nc2ccc3c(c2)C(=O)N([C@H](C)CO)C[C@@H](C)[C@@H](CN(C)Cc2ccncc2)O3)cc1 | 6 | -1.0 | · | 3 | -3 | 19 | 2 | 0.5 |
| 40 | N#CC(c1ccc([N+](=O)[O-])cc1)C(CC(=O)c1ccccc1)c1ccccc1 (stereo unspecified) | · | 0.7 | 0 | 4 | 14 | -4 | 2 | 0.0 |
| 41 | O=C(Cn1c(=S)[nH]c2ccccc2c1=O)NCCc1ccccc1 | -3 | · | -4 | · | · | -21 | 8 | 0.1 |
| 42 | COc1ccc(C2=NOC(Cn3nc(C(=O)NCc4ccc5c(c4)OCO5)cc3-c3ccccc3)C2)cc1 (stereo unspecified) | · | -2.5 | 1 | 10 | -7 | 5 | -2 | 0.0 |
| 43 | CCCN(C(=O)CCc1cn(CCC)c2ccccc12)c1ccc(Oc2cccnc2)cc1 | -22 | -1.4 | · | · | · | -36 | -1 | 0.3 |
| 44 | COc1ccc2[nH]c3c(c2c1)CCN1C(=O)C(CC(=O)NCc2ccco2)C[C@H](C(=O)N2CCCCC2)[C@@]31C (stereo partly specified) | -4 | -2.1 | 1 | -13 | 0 | -11 | -1 | 0.0 |
| 45 | CN(C)c1ccc(CNc2ccccn2)cc1 | 1 | 0.5 | 0 | 0 | ? | -1 | -1 | 0.0 |
| 46 | CC(C(=O)N1CCc2ccccc2C1)N(c1ccccc1)S(C)(=O)=O (stereo unspecified) | -8 | 0.7 | -8 | -10 | 0 | -10 | 1 | 0.0 |
| 47 | Cc1ccc(S(=O)(=O)C2(C(=O)NCCc3ccccc3)CC2)cc1 | 16 | -1.7 | -5 | -17 | 2 | -6 | -2 | 0.7 |
| 48 | CC(=O)c1c(C)[nH]c(C(=O)Nc2ccc(Cl)cc2)c1C | -11 | -4.0 | · | 9 | 60* | -20 | 0 | 0.1 |
| 49 | CNc1nnc(C(F)(F)F)s1 | 17 | -1.2 | -8 | · | · | -2 | 5 | 0.1 |
| 50 | Cc1ccc(S(=O)(=O)N(CC(=O)Nc2ccc(C)cc2C)C(=O)N2CCN(C)CC2)cc1 | 221* | 3.3 | -4 | 4 | · | -17 | 1 | 0.0 |

By substructure, the entries above containing a Cl atom (6)
| # | molecule | INS-1E GSIS act | CFTR F508del cor | ARNT TACC3 PPI | RAD54 inh | esBAF inh | RAD52 anneal inh | ERAP1 HTS inh | Xi reactivation |
| --- | --- | --- | --- | --- | --- | --- | --- | --- | --- |
| 14 | Cc1ccc(NC(=O)c2c(-c3ccccc3Cl)noc2C)nc1 | 30 | -0.6 | -1 | · | · | -5 | 2 | 0.1 |
| 15 | Cc1c(C)c2ccc(OCC(=O)N3CCN(c4cccc(Cl)c4)CC3)cc2oc1=O | 2 | -1.6 | -3 | -2 | -7 | 4 | -2 | 0.0 |
| 18 | NC(=O)c1cc2cc(Cl)ccc2oc1=Nc1cccc(C(F)(F)F)c1 | · | -1.5 | -4 | 1 | -15 | -9 | -3 | 0.1 |
| 24 | Cc1cc(C)n(CC(=O)NNC(=O)CCCOc2ccc(Cl)c(C)c2)n1 | -1 | -2.9 | 0 | -4 | 0 | -2 | 1 | 0.0 |
| 38 | Cc1onc(-c2ccccc2Cl)c1C(=O)N(Cc1ccc(N(C)C)cc1)C(C)C | 5 | -1.8 | -8 | -4 | 6 | -13 | -2 | -0.1 |
| 48 | CC(=O)c1c(C)[nH]c(C(=O)Nc2ccc(Cl)cc2)c1C | -11 | -4.0 | · | 9 | 60* | -20 | 0 | 0.1 |

High-throughput results: PubChem BioAssay, Broad Institute
